Screening results: PubChem, National Center for Advancing Translational Sciences (NCATS)
IkB sig inh: IkB pathway inhibition in ABC-DLBCL cells. hit rate 0.04% among 110,000. AID 445. ABC-DLBCL IkBa-CBG/CBR dual luciferase ratio, 4 h; response scale: scaled: untreated 0%, proteasome inhibitor 100%. Potency, µM (series often up to 57.1 µM), without a hit: at the highest dose IkBa stabilization activation; active = well fitted curve in the direction sought with a large enough effect in the signal ratio, not every such curve was filed as active; inconclusive = small, poorly fitted or top-dose-only effect, or a change in a side signal; the % refers to the signal ratio;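 also: the direction sought is a rising ratio; 0% = basal untreated cells and 100% = reference inhibitor full response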
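In this assay, an IκBα–CBG68 fusion accumulates when IKK-driven degradation is blocked; native CBR normalizes for cell number. OCI-Ly3 cells were treated 4 h with compound and doxycycline, then green and red light read after Chroma-Glo addition.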
p53ts 39C kill: kills p53ts cells at the nonpermissive temperature. H1299-p53A138V viability at 39C, ATP luminescence, 24 h. Potency, µM (series often up to 46.1 µM), for inactives: at the highest dose activity change, negative = cell killing, usual class: cytotoxic. hit rate 1.5% among 130,000. AID 902; active = well fitted cell-killing curve with a large enough effect; inconclusive = small, poorly fitted or top-dose-only effect; inactive = no such curve, though single readings can be large or run the other way; also: nearly all actives have a fitted effect of over 55% in size
* = called active by the depositor; ? = inconclusive; . = no result given; [ ] = dose if it differs, or a comment. Unless noted, % is scaled to controls: 0 for no effect and ±100 for the full control effect; potency is read from the fitted curve at half-maximal effect. The list is partial; rates above refer to the full screens.

SMILES | IkB sig inh | p53ts 39C kill
CC(C)C[C@@H](CC(=O)N[C@@H](CCCN)CC(=O)N[C@@H]1CCNC[C@H]1C(=O)N[C@H](CC(=O)N[C@@H](CCC(=O)O)CC(=O)O)Cc1c[nH]c2ccccc12)NC(=O)[C@@H]1CCCC[C@H]1N | -0.7% | .
COc1ccc2c(c1)[C@]1(C)CCC[C@](C)(CO)[C@@H]1CC2 | 2.9%[11.4 µM] | .
CC1=C(\C=C/C(C)=C/C=C\C(C)=C\CO)C(C)(C)CCC1 | 0.5%[11.4 µM] | .
NCCC[C@@H](CC(=O)N[C@@H]1CCCC[C@H]1C(=O)N[C@H](CC(=O)N[C@@H](CCC(=O)O)CC(=O)O)Cc1c[nH]c2ccccc12)NC(=O)C[C@H](Cc1c[nH]c2ccccc12)NC(=O)[C@@H]1CNCC[C@H]1N | 0.4% | .
O=c1c2ccccc2oc2cc(O)c([C@@H]3COC[C@@H](CO)[C@@H](O)[C@@H](O)[C@H]3O)c(O)c12 | 0.3%[11.4 µM] | .
Nc1ccccc1C(=O)C[C@@H](N)C(=O)O | -0.1%[11.4 µM] | .
CC[C@@H]1[C@H]2CCCCN3[C@@H]2[C@@H](C[C@H]3[C@@H]2C[C@H](C)C(=O)O2)[C@@H]2[C@H]1OC(=O)[C@H]2C | 1.9%[11.4 µM] | .
CC(C)C[C@@H](CC(=O)N[C@@H](CCC(=O)O)CC(=O)O)NC(=O)[C@@H]1CCCC[C@H]1NC(=O)C[C@H](CCCN)NC(=O)C[C@H](Cc1c[nH]c2ccccc12)NC(=O)[C@@H]1CCCC[C@H]1N | -1.3% | .
CC(C)[C@@H](CC(=O)N[C@@H]1CCCC[C@H]1C(=O)N[C@H](CC(=O)N[C@@H](CCC(=O)O)CC(=O)O)Cc1c[nH]c2ccccc12)NC(=O)C[C@H](Cc1ccccc1)NC(=O)[C@@H]1CNCC[C@H]1N | 0.2% | .
CCCCCCCCCCCCCCCCOC[C@@H](COCC(F)(F)F)OP(=O)(O)OCO | -6.5% | .
CC(C)C[C@@H](CC(=O)N[C@@H](CCC(=O)O)CC(=O)O)NC(=O)[C@@H]1CCCC[C@H]1NC(=O)C[C@H](CCCN)NC(=O)C[C@H](CO)NC(=O)[C@@H]1CCCC[C@H]1N | 0.4% | .
C[C@@H]1C[C@@]2(C)Oc3ccccc3[C@H]3OC[C@]1(COC(=O)Nc1ccccc1)[C@@H](C)[C@@H]32 | 0.8%[11.4 µM] | .
NCCC[C@@H](CC(=O)N[C@@H]1CCNC[C@H]1C(=O)N[C@H](CC(=O)N[C@@H](CCC(=O)O)CC(=O)O)Cc1c[nH]c2ccccc12)NC(=O)C[C@H](Cc1c[nH]c2ccccc12)NC(=O)[C@@H]1CNCC[C@H]1N | 1.5% | .
N[C@@H](C(=O)O)[C@H](O)C(=O)O | 6.2% | .
CC(C)C[C@@H](CC(=O)N[C@H](CC(=O)N[C@@H]1CCCC[C@H]1C(=O)N[C@H](CC(=O)N[C@@H](CCC(=O)O)CC(=O)O)Cc1c[nH]c2ccccc12)C(C)C)NC(=O)[C@@H]1CNCC[C@H]1N | -0.2% | .

Reformatted: results already given
SMILES,IkB sig inh,p53ts 39C kill
C[C@@H]1C[C@@]2(C)Oc3ccccc3[C@H]3OC[C@]1(COC(=O)Nc1ccccc1)[C@@H](C)[C@@H]32,0.8%[11.4 µM],.
N[C@@H](C(=O)O)[C@H](O)C(=O)O,6.2%,.

Other records:
SMILES | IkB sig inh | p53ts 39C kill
C=C(CO)[C@H]1Cc2c(ccc3c(=O)c4c(oc23)COc2cc(OC)c(OC)cc2-4)O1 | -1.4%[11.4 µM] | .
C=C1CC[C@@H](O)C/C1=C/C=C1\CCC[C@]2(C)[C@@H]1CC[C@H]2[C@@H](C)/C=C\[C@@H](C)C(C)C | 2.3%[11.4 µM] | .
NCCC[C@@H](CC(=O)N[C@@H]1CCCC[C@H]1C(=O)N[C@H](CC(=O)N[C@@H](CCC(=O)O)CC(=O)O)Cc1ccccc1)NC(=O)C[C@H](Cc1ccccc1)NC(=O)[C@@H]1CCCC[C@H]1N | 0.3% | .
O=C1CNCCCN2CCN(CCCNCC(=O)Nc3ccc(cc3)S(=O)(=O)c3ccc(cc3)NC(=O)CNCCCN3CCN(CCCNCC(=O)Nc4ccc(cc4)S(=O)(=O)c4ccc(cc4)N1)CC3)CC2 | -0.3%[11.4 µM] | .
NCCC[C@@H](CC(=O)N[C@@H]1CCCC[C@H]1C(=O)N[C@H](CC(=O)N[C@@H](CCC(=O)O)CC(=O)O)Cc1c[nH]c2ccccc12)NC(=O)C[C@H](CO)NC(=O)[C@@H]1CCCC[C@H]1N | -0.9% | .
NCCC[C@@H](CC(=O)N[C@@H]1CCCC[C@H]1C(=O)N[C@H](CC(=O)N[C@@H](CCC(=O)O)CC(=O)O)Cc1ccccc1)NC(=O)C[C@H](Cc1c[nH]c2ccccc12)NC(=O)[C@@H]1CNCC[C@H]1N | -2.2% | .
COC(=O)[C@H]1[C@@H]2C[C@H]3c4[nH]c5ccccc5c4CCN3C[C@@H]2CC[C@@H]1O | -0.3%[11.4 µM] | .
CC(C)C[C@@H](CC(=O)N[C@@H](CCCN)CC(=O)N[C@@H]1CCCC[C@H]1C(=O)N[C@H](CC(=O)N[C@@H](CCC(=O)O)CC(=O)O)Cc1c[nH]c2ccccc12)NC(=O)[C@@H]1CCCC[C@H]1N | -1.8% | .
CCN1/C(=C\C(C)=O)Sc2ccc(OC)cc21 | ? | .
CC(C)C[C@@H](CC(=O)N[C@@H](CCCN)CC(=O)N[C@@H]1CCNC[C@H]1C(=O)N[C@H](CC(=O)N[C@@H](CCC(=O)O)CC(=O)O)Cc1c[nH]c2ccccc12)NC(=O)[C@@H]1CNCC[C@H]1N | 2.3% | .
CC(C)C[C@@H](CC(=O)N[C@@H](CCC(=O)O)CC(=O)O)NC(=O)[C@@H]1CNCC[C@H]1NC(=O)C[C@H](CCCN)NC(=O)C[C@H](CO)NC(=O)[C@@H]1CNCC[C@H]1N | 2.2% | .
CC1(NC[C@@H](O)COc2cccc3[nH]ccc23)CCC(C(C)(C)NC(=O)CBr)CC1 (some centres not stated) | 18.5% | .
CC1(C)[C@@H](O)CC[C@@]2(C)[C@H]1CC[C@]1(C)[C@H]2C(=O)C=C2[C@@H]3C[C@@](C)(C(=O)O)CC[C@]3(C)CC[C@@]21C | 0.7%[11.4 µM] | .
CC(C)C[C@@H](CC(=O)N[C@@H](CCC(=O)O)CC(=O)O)NC(=O)[C@@H]1CNCC[C@H]1NC(=O)C[C@@H](NC(=O)C[C@H](CO)NC(=O)[C@@H]1CNCC[C@H]1N)C(C)C | 2.4% | .
COc1ccc(OC)c([C@H]2Nc3ccccc3NC3=C2C(=O)CC(C)(C)C3)c1Br | -0.1%[11.4 µM] | .
CC(C)C[C@@H](CC(=O)N[C@H](CC(=O)N[C@@H]1CCNC[C@H]1C(=O)N[C@H](CC(=O)N[C@@H](CCC(=O)O)CC(=O)O)Cc1ccccc1)C(C)C)NC(=O)[C@@H]1CNCC[C@H]1N | -0.7% | .
C/C(=C\CNc1ncnc2c1ncn2[C@@H]1O[C@@H](CO)[C@@H](O)[C@H]1O)CO | -0.1%[11.4 µM] | .
Clc1ccc([C@@H](c2ccccc2Cl)C(Cl)Cl)cc1 | 18.2% | .
COc1ccc(C2(CNC(=O)c3cccc([N+](=O)[O-])c3)CCOCC2)cc1OC | . | 7.6%
Cc1ccccc1NC(=O)CSc1ccc(-c2ccco2)nn1 | . | -2.6%
O=C(CSc1ccc(Cl)cc1)Nc1cc(-c2nc3ncccc3o2)ccc1Cl | . | 0.7%
CCOc1ccc(C(=O)NC(=S)Nc2ccc(NC(=O)c3ccco3)c(C)c2)cc1[N+](=O)[O-] | . | -2.2%
COc1ccc(/C=N/NC(=O)COc2ccc3ccccc3c2)c(C(=O)O)c1OC | . | 0.6%
O=C(COC(=O)c1cccnc1Cl)Nc1nc(-c2ccccc2)cs1 | . | -0.3%
COC(=O)c1ccc(COC(=O)C(CCS(C)(=O)=O)N2C(=O)c3ccccc3C2=O)cc1 (configuration not stated) | . | 24.1%
Cc1ccc2nc(SCC(=O)Nc3ccc(C)c([N+](=O)[O-])c3)[nH]c2c1 | . | 2.7%
Cc1cc(OCCN2CCOCC2)ccc1[N+](=O)[O-] | . | -8.3%
COc1cccc(C(=O)/C=C/Nc2ccc(S(=O)(=O)Nc3cnc4ccccc4n3)cc2)c1 | . | -27.2%
COc1ccc2nc(SCCOC(=O)Nc3ccc(Cl)cc3)nc(C)c2c1 | . | 8.0%
CN(C(=O)COC(=O)C(Cc1ccccc1)NC(=O)c1ccccc1)c1ccccc1 (configuration not stated) | . | 7.2%

Entries of single compounds, looked up by structure.
`CC(C)C[C@@H](CC(=O)N[C@H](CC(=O)N[C@@H]1CCCC[C@H]1C(=O)N[C@H](CC(=O)N[C@@H](CCC(=O)O)CC(=O)O)Cc1c[nH]c2ccccc12)C(C)C)NC(=O)[C@@H]1CNCC[C@H]1N` as listed: IkB sig inh = -0.2%; p53ts 39C kill = .
`NCCC[C@@H](CC(=O)N[C@@H]1CCCC[C@H]1C(=O)N[C@H](CC(=O)N[C@@H](CCC(=O)O)CC(=O)O)Cc1c[nH]c2ccccc12)NC(=O)C[C@H](Cc1c[nH]c2ccccc12)NC(=O)[C@@H]1CNCC[C@H]1N` as listed: IkB sig inh = 0.4%; p53ts 39C kill = .
`NCCC[C@@H](CC(=O)N[C@@H]1CCCC[C@H]1C(=O)N[C@H](CC(=O)N[C@@H](CCC(=O)O)CC(=O)O)Cc1ccccc1)NC(=O)C[C@H](Cc1c[nH]c2ccccc12)NC(=O)[C@@H]1CNCC[C@H]1N` as listed: IkB sig inh = -2.2%; p53ts 39C kill = .

Additional results follow.
SMILES | IkB sig inh | p53ts 39C kill
O=C(CSc1ncn[nH]1)Nc1c(Br)cc([N+](=O)[O-])cc1Br | . | 12.6%
COc1cccc(CN(C(=O)Cc2c[nH]c3ccccc23)C(C(=O)NC2CCCCC2)c2ccc(C)o2)c1 (configuration not stated) | . | 5.9%
Cc1cc(C(=O)N/N=C/c2ccc(-c3ccccc3Cl)o2)n[nH]1 | . | 0.2%
COc1ccc(/C=C2/SC(=O)N(CC(=O)Nc3cc(C)on3)C2=O)cc1OC | . | 16.6%
Cc1cc(C)cc(-n2c(N)c(C(=O)Nc3c(C)n(C)n(-c4ccccc4)c3=O)c3nc4ccccc4nc32)c1 | . | -9.4%
CCCCC(=O)Nc1ccc(C(=O)NNC(=O)c2cccs2)cc1 | . | 6.7%
O=C1CCCC(O)=C1N=Nc1c(Cl)cc(Cl)cc1Cl | . | 1.0%
Cc1ccc(NC(=O)C2(c3cccs3)CCOCC2)cc1C | . | 9.0%
O=C(NCc1cccnc1)/C(=C\c1ccc(-c2cccc(Cl)c2)o1)S(=O)(=O)c1ccccc1 | . | ?
CCOc1ccc(CN(C)C(C)C(=O)Nc2ccc([N+](=O)[O-])cc2Cl)cc1OC (configuration not stated) | . | 7.2%
O=C1N=c2ccccc2=C1c1[nH]c(=S)[nH]c1O | . | 8.8%
CCOC(=O)C(Cc1ccccc1)C(=O)Nc1ccc(N(CC)CC)cc1 (configuration not stated) | . | -5.5%
CC1CCN(CC(O)COCCOc2ccc(Br)cc2)CC1 (configuration not stated) | . | -4.6%
CCOc1ccc(C(=O)Nc2ccc(NC(=S)NC(=O)CC)cc2)cc1Cl | . | 14.7%
CCOC(=O)c1sc(=S)n(C)c1NC(=O)c1ccccc1 | . | -3.4%

Random excerpt: four records from the list, in no set order.
SMILES | IkB sig inh | p53ts 39C kill
CC1CCN(CC(O)COCCOc2ccc(Br)cc2)CC1 (configuration not stated) | . | -4.6%
Cc1cc(C(=O)N/N=C/c2ccc(-c3ccccc3Cl)o2)n[nH]1 | . | 0.2%
COc1cccc(CN(C(=O)Cc2c[nH]c3ccccc23)C(C(=O)NC2CCCCC2)c2ccc(C)o2)c1 (configuration not stated) | . | 5.9%
O=C(CSc1ncn[nH]1)Nc1c(Br)cc([N+](=O)[O-])cc1Br | . | 12.6%

New compounds follow:
SMILES | IkB sig inh | p53ts 39C kill
COC(=O)/C=c1/s/c(=C(/C#N)C(=O)N2CCCCC2)n(-c2ccccc2)c1=O | . | 0.0%
O=C(COC(=O)c1cc(Br)ccc1Cl)NC1CC1 | . | 9.8%
CN(Cc1ccccc1)C(=O)COC(=O)c1ccc(Cl)c(N)c1 | . | -5.9%
Cc1ccccc1NC(=O)c1ccc(NS(=O)(=O)c2cc(C(C)(C)C)cc(C)c2C)cc1 | . | -14.7%
Cc1ccc(/C=N/NC(=O)CCCOc2ccc(Cl)cc2Cl)cc1 | . | -9.8%
CN(C)C(=S)Nc1ccc2ccccc2c1 | . | -2.2%
COc1ccc(C(C[N+](=O)[O-])c2c(C)[nH]c3ccccc23)cc1OC (configuration not stated) | . | 5.2%
CC(C)(C)c1nnc(N/N=C/c2ccccc2O)n(N)c1=O | . | ?
Nc1c(Br)cc2oc(-c3ccccc3)nc2c1Br | . | 3.9%
CCCCc1ccc(NC(=S)NN2CCOCC2)cc1 | . | -12.1%
C=CCn1c(SCC(=O)N2CCc3ccccc3C2)nc2sc(CC)cc2c1=O | . | 4.4%
Oc1ccc(Cl)cc1C1=NNC(c2ccc(Cl)cc2)C1 (configuration not stated) | . | -1.8%
CN(/C(=N/S(=O)(=O)c1cccs1)c1ccccc1)c1ccccc1 | . | 6.4%
CCc1ccc(NC(=O)C(C)OC(=O)c2ccc(N3CCCC3)c([N+](=O)[O-])c2)cc1 (configuration not stated) | . | 3.3%
CCc1cccc(CC)c1NC(=O)/C(C#N)=C/c1ccccc1C(F)(F)F | . | -19.3%
